# Bioassay records (PubChem)
# Cardiac RTF inh – cardiac RTF calcium desensitization; P19429+P45379; IANBD-labeled cardiac RTF, Ca2+ fluorescence; inhibition, % at 7.15 µM; 340,000 compounds, 0.12% hits; AID 493244;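 active = inhibition above the mean inhibition of all tested compounds plus 3 SD, cut at about 17% in these data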;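 also: assay run at fixed EC70 calcium of 1.6 mM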
# Arrestin-AP2 inh – human beta-arrestin and AP2 interaction inhibition. FITC-arrestin peptide / GST-AP2 beads, flow cytometry; AP2 beta2 appendage carries R879A mutation. inhibition, % at 10 µM. 340,000 compounds, 0.31% hits;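 active = inhibition above a set limit, near 3 SD of compounds lacking own fluorescence, cut at about 54% in these data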;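 also: plate controls were DMSO wells for no effect and 5 µM unlabelled arrestin peptide for full effect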
#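 test system = AP2 appendage R879A on GSH beads | buffer or medium = PBS plus Tween 20 (0.05%) and BSA (0.1%) | incubation = 12 min plus 1 h, RT | detection = bead flow cytometry, FITC channel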
# MOR-DOR ag – OPRM1-OPRD1 heterodimerization agonism | P35372+P41143 | cells, luminescence | activation, % at 9.3 µM | 340,000 compounds, 0.3% hits | AID 504326; in the data active = activation above about 18%;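 also: 0% = vehicle-treated cells and 100% = reference agonist; values of inactives mirror those of a sister screen read the other way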
# V-ATPase pHluor – alters yeast V-ATPase proton transport; S. cerevisiae, pHLuorin cytosolic pH fluorescence; response, % at 10 µM; 350,000 compounds, 0.37% hits; AID 504577; in the data active = response mostly above about 7.3%, no sharp cut-off; inactive = mostly below about 5.4%; also: actives read high; inactives centre near 0; some compounds called inactive have numbers as strong as hits; reference of the scale not given here
# Keap1 Nrf2 FP – Keap1-Nrf2 (human) interaction inhibition; Q14145; Keap1 Kelch-Nrf2 peptide fluorescence polarization, 1536-well; inhibition, % at 9.4 µM; 340,000 compounds, 0.15% hits; in the data active = inhibition above about 12%;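 also: human Keap1 Kelch domain with fluorescein labeled Nrf2 9mer peptide probe; 0% = neutral control wells and 100% = peptide positive control; higher means more block of Keap1 binding to Nrf2 peptide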
# MOR-DOR inv ag – inverse agonists of human mu-delta opioid receptor heterodimerization. P35372+P41143. cell-based MOR-DOR heterodimer luminescence, inverse agonism. inhibition, % at 9.3 µM. 340,000 compounds, 0.21% hits; in the data active = inhibition above about 22%, passing the limit was not always enough;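 also: 0% = cells with DMSO and 100% = wells without cells with DMSO; values of inactives mirror those of a sister screen read the other way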
# DSG3 Ab inh – blocks pemphigus antibody binding to human desmoglein-3 | 310,000 compounds, 0.48% hits | binding (percent of control), % at 10 µM | AID 588358 | P32926 | DSG3-coupled beads, scFv-anti-DSG3-GFP binding, flow cytometry; active compounds read low;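 active = binding more than 3 SD below its plate's average and above zero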;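 also: hits lower antibody fragment binding to DSG3; some compounds called inactive have numbers as strong as hits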
# Target sequence (P32926 whole entry, looked up, the tested form may be a part): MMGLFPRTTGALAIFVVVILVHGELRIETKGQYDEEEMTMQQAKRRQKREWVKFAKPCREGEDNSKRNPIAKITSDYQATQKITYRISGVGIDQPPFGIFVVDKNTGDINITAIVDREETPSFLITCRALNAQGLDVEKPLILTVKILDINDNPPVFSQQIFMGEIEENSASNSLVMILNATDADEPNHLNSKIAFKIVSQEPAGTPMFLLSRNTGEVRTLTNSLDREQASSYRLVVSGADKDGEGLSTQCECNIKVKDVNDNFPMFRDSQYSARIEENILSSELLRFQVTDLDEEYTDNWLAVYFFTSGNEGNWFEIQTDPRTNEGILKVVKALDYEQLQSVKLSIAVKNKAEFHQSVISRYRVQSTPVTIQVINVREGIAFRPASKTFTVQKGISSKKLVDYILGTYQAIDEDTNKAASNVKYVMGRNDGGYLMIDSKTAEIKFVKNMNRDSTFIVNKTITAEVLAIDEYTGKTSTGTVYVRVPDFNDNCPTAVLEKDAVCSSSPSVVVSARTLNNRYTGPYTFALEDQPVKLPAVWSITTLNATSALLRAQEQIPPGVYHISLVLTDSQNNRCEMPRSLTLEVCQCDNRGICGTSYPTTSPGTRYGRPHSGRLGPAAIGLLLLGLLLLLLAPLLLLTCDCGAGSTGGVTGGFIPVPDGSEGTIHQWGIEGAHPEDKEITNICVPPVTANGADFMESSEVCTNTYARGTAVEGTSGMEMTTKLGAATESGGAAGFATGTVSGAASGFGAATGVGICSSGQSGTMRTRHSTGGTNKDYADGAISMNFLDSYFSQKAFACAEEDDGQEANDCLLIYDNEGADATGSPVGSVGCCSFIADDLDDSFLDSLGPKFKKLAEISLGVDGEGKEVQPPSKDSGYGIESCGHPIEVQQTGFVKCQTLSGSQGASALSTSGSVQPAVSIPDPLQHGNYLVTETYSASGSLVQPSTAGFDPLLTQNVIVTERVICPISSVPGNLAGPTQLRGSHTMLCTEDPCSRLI
# LANA DNA inh – inhibitors of KSHV LANA C-terminal domain DNA binding | MBP-C-LANA/FAM-LBS DNA binding, fluorescence polarization | inhibition, % at 9 µM | 340,000 compounds, 0.078% hits | AID 504423;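 active = highest replicate inhibition at or above 60% at 9 µM, even if other replicates fall short; inactive = all replicates below 60% inhibition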;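 also: 0% = neutral control wells and 100% = 4 µM acridine orange control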
# RTF Ca sens act – increases calcium sensitivity of human cardiac regulated thin filaments | P19429+P45379 | IANBD-labeled TnC RTF fluorescence at EC20 calcium; 0% EC20 calcium, 100% full calcium | activation, % at 7.2 µM | 340,000 compounds, 0.24% hits;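 active = activation above the mean over all tested compounds plus 3 SD, cut at about 30% in these data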;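 also: rise in fluorescence read as greater calcium sensitivity of cardiac thin filaments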
# Wnt bcat act – activators of Wnt/beta-catenin signaling; Wnt/beta-catenin reporter cell assay, activator, plate reader; activation, % at 9.35 µM; 300,000 compounds, 1.2% hits; AID 743398; in the data active = activation above about 30%, passing the limit was not always enough;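 also: 0% = neutral control wells and 100% = positive control wells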
# * hit, by the source's call; / = no result given.
# The first two entries, to show the layout:
SMILES,Cardiac RTF inh,Arrestin-AP2 inh,MOR-DOR ag,V-ATPase pHluor,Keap1 Nrf2 FP,MOR-DOR inv ag,DSG3 Ab inh,LANA DNA inh,RTF Ca sens act,Wnt bcat act
CC(OC(=O)CNC(=O)c1ccc(Cl)c([N+](=O)[O-])c1)C(=O)NC1CCCCC1C (stereo not drawn),-9,-6,-0.2,-1,-4,1,101,-0.8,-11,1
CCN1CCN(CCCNC(=O)c2ccc3c(c2)NC(=O)/C(=C\c2cccc(C)c2)S3)CC1,-15,9,-1.4,0,-3,7,132,-2.3,1,5

# Main list, from the first entry:
SMILES,Cardiac RTF inh,Arrestin-AP2 inh,MOR-DOR ag,V-ATPase pHluor,Keap1 Nrf2 FP,MOR-DOR inv ag,DSG3 Ab inh,LANA DNA inh,RTF Ca sens act,Wnt bcat act
CC(OC(=O)CNC(=O)c1ccc(Cl)c([N+](=O)[O-])c1)C(=O)NC1CCCCC1C (stereo not drawn),-9,-6,-0.2,-1,-4,1,101,-0.8,-11,1
CCN1CCN(CCCNC(=O)c2ccc3c(c2)NC(=O)/C(=C\c2cccc(C)c2)S3)CC1,-15,9,-1.4,0,-3,7,132,-2.3,1,5
NC1=NC[C@@H](Cc2ccc(O)cc2)N1CC1CCCCC1,7,20,-2.4,6,-2,13,97,0.0,-7,0
COc1ccc(-c2csc(N3C(=O)CNC3=S)n2)cc1,-3,-8,1.9,-2,-3,-10,/,-1.1,0,21
CCn1nnc2cc(C(=O)Nc3cc(Cl)ccc3C)ccc21,5,39,-5.1,5,-2,20,95,-2.0,4,7
Cc1ccc(OCc2csc(N)n2)cc1,2,-5,-4.3,0,-4,21,98,-0.9,-5,5
CC(C)CC(=O)Nc1ccc(C(=O)COC(=O)Cc2n[nH]c(=O)c3ccccc23)cc1,-3,14,-4.5,-1,-1,17,/,-1.5,-1,-5
O=C(Nc1cccnc1)c1ccc(Br)s1,-3,0,-1.1,-1,-2,6,108,-0.6,-2,/
COc1cc2ncnc(NCc3ccccc3Cl)c2cc1OC,3,5,2.1,-1,-1,-11,102,0.2,-6,-3
COCCCNCCCCOc1ccccc1-c1ccccc1,0,4,-0.7,1,2,4,98,0.5,0,-4
Cn1c(CCN2CCCCC2)nc2cc(NC(=O)Nc3ccccc3)ccc21,-11,18,-1.4,-3,0,7,100,0.6,-3,4
O=C(COC(=O)COc1cccc(C(F)(F)F)c1)Nc1ccc(N2CCOCC2)cc1,-5,-5,1.1,2,-1,-5,99,1.4,-3,0
O=C(NCc1ccccc1)C(c1ccncc1)N(C(=O)c1csnn1)c1ccccc1F (stereo not drawn),-10,6,1.0,-1,-7,-8,91,-0.8,-3,-1
CCc1cc(C(=O)OC)c(NC(=O)CCCC(=O)O)s1,-6,-3,-1.8,3,-4,10,110,0.8,5,/
CCOC(=O)C1CCN(CCC(=O)Nc2ccc(F)cc2)CC1,1,17,-2.8,0,-1,15,102,-1.0,0,-3
O=Cc1ccc(OCc2ccccn2)cc1,3,-4,-2.5,4,1,14,82,2.5,1,12
COc1ccc(CCn2c(C)cc(C(=O)COC(=O)c3cnccn3)c2C)cc1,-9,1,-1.5,-4,-2,9,108,-0.6,10,-1
COc1ccc(-c2cc(C(F)(F)F)nc(SCC(N)=O)n2)cc1,-1,-8,-2.9,2,0,17,117,0.6,-6,/
CCOC(=O)c1cc2sccc2n1CC(=O)c1ccc2c(c1)OCCO2,-1,41,-0.1,-1,-4,1,95,1.2,-2,-1
CC(C)NC(=S)NN(c1ccccc1)c1ccccc1,-7,33,-0.7,3,1,4,92,0.7,4,/
CSc1ccc(CN2CCN(CC=C(C)C)C(CCO)C2)cc1 (stereo not drawn),-7,12,-0.5,-2,-2,2,105,-2.8,-1,-4
Cc1cccc(N2CCN(C(=O)COc3ccc4c(c3)CCC4)CC2)c1C,2,-4,3.3,1,-5,-17,108,-0.8,8,-1
N#CC1(C#N)[C@@H](C(=O)C23CC4CC(CC(C4)C2)C3)C12CCOCC2,-1,-8,-3.1,1,2,16,/,-0.6,2,/
N/C(COc1ccc(Cl)cc1)=N\NS(=O)(=O)c1ccccc1,-10,0,-0.9,-3,5,5,107,-1.2,-7,2
CCOC(=O)C1=C(C)Nc2sc(C(=O)c3ccc(OC)cc3)c(N)c2C1c1ccc(C(=O)OC)cc1 (stereo not drawn),-12,23,0.1,3,-1,0,108,-1.5,5,-3

# Quoted at random: 2 records from the list.
SMILES,Cardiac RTF inh,Arrestin-AP2 inh,MOR-DOR ag,V-ATPase pHluor,Keap1 Nrf2 FP,MOR-DOR inv ag,DSG3 Ab inh,LANA DNA inh,RTF Ca sens act,Wnt bcat act
NC1=NC[C@@H](Cc2ccc(O)cc2)N1CC1CCCCC1,7,20,-2.4,6,-2,13,97,0.0,-7,0
COc1ccc(CCn2c(C)cc(C(=O)COC(=O)c3cnccn3)c2C)cc1,-9,1,-1.5,-4,-2,9,108,-0.6,10,-1

# Quoted from the listing:
# LANA DNA inh result of `NC1=NC[C@@H](Cc2ccc(O)cc2)N1CC1CCCCC1` reads 0.0
# Arrestin-AP2 inh result of `CC(C)CC(=O)Nc1ccc(C(=O)COC(=O)Cc2n[nH]c(=O)c3ccccc23)cc1` reads 14
# Wnt bcat act result of `COc1ccc(-c2csc(N3C(=O)CNC3=S)n2)cc1` reads 21
# V-ATPase pHluor result of `Cc1cccc(N2CCN(C(=O)COc3ccc4c(c3)CCC4)CC2)c1C` reads 1

# (cont.)
SMILES,Cardiac RTF inh,Arrestin-AP2 inh,MOR-DOR ag,V-ATPase pHluor,Keap1 Nrf2 FP,MOR-DOR inv ag,DSG3 Ab inh,LANA DNA inh,RTF Ca sens act,Wnt bcat act
O=C(O)CC(SCC(=O)Nc1ccc(Cl)c(S(=O)(=O)N2CCOCC2)c1)C(=O)O (stereo not drawn),1,28,1.1,4,0,-6,93,-0.9,8,-2
CSCC(C)N1CCC(CO)(CCc2ccccc2)CC1 (stereo not drawn),-1,1,0.7,-4,-4,-4,119,0.3,0,-2
Cc1ccccc1CS(=O)(=O)CC1(O)CCN(C(=O)c2cccc(C(F)(F)F)c2)CC1,-3,8,-1.5,-1,-2,7,106,-0.1,-5,/
Cc1ccc(-n2cccn2)c([C@@H]2C[C@H]3CN(C)C(=O)[C@]34CCCN24)c1,-10,30,-0.2,1,-2,1,105,-0.9,5,0
COc1ccc(Cc2nnc(-c3ccccc3)o2)cc1,0,0,-0.4,3,1,2,96,1.4,0,9
Cc1nc(N)nc(N/N=C/c2ccccc2)n1,5,31,-3.0,-4,-1,15,95,-6.9,4,3
O=C(c1ccccc1)N(Cc1nc2ccccc2c(=O)[nH]1)C1CCCC1,-3,4,-1.4,-2,-4,7,78,0.2,2,2
COc1cccc(C(=O)NCCSc2ccc(C)cc2)c1,-6,15,-1.6,-1,6,8,98,-0.2,5,-4
CCc1cc(C(=O)N2CCCC(CNC(=O)c3ccc(-c4ccccc4)cc3)C2)no1 (stereo not drawn),-3,7,-0.1,-1,-1,1,124,0.4,1,0
O=C(c1cccc(S(=O)(=O)N2CCOCC2)c1)N1CCCC(C(F)(F)F)C1 (stereo not drawn),-7,-4,-3.6,2,3,18,101,14,7,-2
Nc1nc(-c2ccccc2)cn1N,0,7,-2.6,-2,2,11,112,1.8,-6,/
O=C(Nc1ccc(OCc2ccccc2Cl)cc1)c1cccnc1,3,35,-0.6,8,0,3,114,-1.0,-1,-1
CCCc1cc(=O)[nH]c(SCC(=O)N2CCCc3ccccc32)n1,-13,11,1.8,-2,0,-9,111,0.7,10,6
COc1cc(OC)cc(-c2nnc(SCc3cccnc3)o2)c1,-13,4,1.1,4,2,-7,84,1.3,-3,-1
Cc1cc(C)cc(NC(=O)C2CCCN2S(=O)(=O)c2ccc3c(c2)n(C)c(=O)c(=O)n3C)c1 (stereo not drawn),-6,3,-3.1,-1,2,15,113,0.5,-5,-2
CC(C)CCOc1ccc(-c2c(=O)n(OCc3ccc([N+](=O)[O-])cc3)c3ccccc3[n+]2[O-])cc1,-5,2,-0.1,0,-1,1,106,-0.8,4,/
CN(CCc1ccccn1)C(=O)CC1C(=O)NCCN1Cc1cccc(F)c1 (stereo not drawn),-6,-3,-2.1,-1,-7,11,105,2.2,6,0
CCCCc1n[nH]c2c1C(=O)CC(C)(C)C2,-6,22,0.0,-2,2,0,104,0.3,0,/
C=CCc1ccccc1OCC(O)CNC(=O)c1ccccc1C(=O)O (stereo not drawn),-4,14,1.0,1,-1,-5,96,13,-2,-1
O=C(CN1C(=O)NC(Cc2c[nH]c3ccccc23)C1=O)Nc1ccc(F)c(F)c1F (stereo not drawn),-10,0,0.1,-4,-2,-1,/,1.9,1,-4
COc1cccc(-c2ncc3ccccc3c2COC(=O)c2ccc(F)cc2)c1,-10,23,3.7,3,-1,-20,107,-2.9,3,0
CC(=O)c1cccc(NC(=S)NC2CCCCC2)c1,0,3,2.1,0,-3,-11,/,0.2,16,/
COc1cccc(CNC(=O)CSc2cc(=O)n(C)c3ccccc23)c1,-6,-2,-4.6,2,5,21,109,1.9,-3,-1
CN1CCN(NC(=O)c2cc(-c3ccc(Br)s3)nc3ccccc23)CC1,4,20,-1.1,-4,-2,7,/,-1.8,-8,4
CC1(C)CC(=O)C(C2C3=C(CC(C)(C)CC3=O)Oc3c(Br)cc(Br)cc32)=C(O)C1 (stereo not drawn),-7,5,-3.4,4,-2,16,110,0.5,-6,2
O=C(NNC(=O)C1CC=CCC1)c1ccccc1Br (stereo not drawn),7,2,-2.3,4,-3,11,124,-1.7,1,1
COc1ccc(Cl)cc1NC(=O)Nc1cn(C)nc1C,-1,-6,-2.9,1,-1,15,104,-1.9,3,29
Cc1nn(-c2ccccc2)c(C)c1NC(=O)COc1ccc2ccccc2c1,1,6,1.5,-2,-7,-8,97,0.8,-4,-4
CCC(C)c1ccc(NC(=O)Nc2cccnc2)cc1 (stereo not drawn),-5,-2,2.3,1,1,-13,109,1.7,-4,20
COc1ccccc1NC(=O)Nc1nc2ccc(S(N)(=O)=O)cc2s1,-17,16,-2.6,5,-2,16,99,-2.2,3,21

# The order is random (roughly 3.1% active in at least one column).
